# CXCR6 block = CXCR6 (human) receptor inhibition. O00574. CHO-K1 PathHunter CXCR6 beta-arrestin, luminescence. inhibition, % at 20 µM. 0.36% of 360,000 active. AID 602244; in the data active means inhibition above about 34%, passing the limit was not always enough;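 further: antagonist mode with CXCL16 agonist at 10 nM final; 0% = 10 nM CXCL16 with DMSO and 100% = unstimulated wells without agonist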
# tim23-1 inh = tim23-1 yeast growth inhibition; inhibition, % at 20 µM; 1.3% of 330,000 active; S. cerevisiae tim23-1 growth, BacTiter-Glo luminescence, 24 h;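 active means growth inhibition of the mutant yeast at or above 50%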;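 further: temperature-sensitive mutant grown at 25 °C; plate controls were DMSO-treated mutant yeast for no effect and medium wells lacking yeast for full effect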
# tim10-1 inh = tim10-1 yeast growth inhibition. AID 463190. S. cerevisiae tim10-1 ts strain growth, BacTiter-Glo, 24 h. inhibition, % at 20 µM. 2.2% of 330,000 active;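 active means inhibition of at least 40%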;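 further: mutant grown at 25 °C; 0% = DMSO wells with yeast and 100% = wells holding no yeast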
# TIM10 inh = TIM10 yeast growth inhibition. 1.4% of 330,000 active. S. cerevisiae TIM10 strain growth, BacTiter-Glo luminescence, 24 h. inhibition, % at 10 µM;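 active means inhibition of 40% or more at the single tested concentration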;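 further: wild-type TIM10 isogenic control strain grown at permissive 25 °C; 0% = DMSO yeast wells and 100% = minimal medium wells without yeast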
# Mdm2 MdmX PPI = human Mdm2/MdmX binding inhibition; O15151+Q00987; SaOS-2 split-luciferase Mdm2/MdmX complementation, luminescence; inhibition, % at 8 µM; 3% of 330,000 active; AID 485346;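 active means inhibition of at least 50% at 8 µM in the primary screen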
# Target sequence (O15151 whole entry, looked up): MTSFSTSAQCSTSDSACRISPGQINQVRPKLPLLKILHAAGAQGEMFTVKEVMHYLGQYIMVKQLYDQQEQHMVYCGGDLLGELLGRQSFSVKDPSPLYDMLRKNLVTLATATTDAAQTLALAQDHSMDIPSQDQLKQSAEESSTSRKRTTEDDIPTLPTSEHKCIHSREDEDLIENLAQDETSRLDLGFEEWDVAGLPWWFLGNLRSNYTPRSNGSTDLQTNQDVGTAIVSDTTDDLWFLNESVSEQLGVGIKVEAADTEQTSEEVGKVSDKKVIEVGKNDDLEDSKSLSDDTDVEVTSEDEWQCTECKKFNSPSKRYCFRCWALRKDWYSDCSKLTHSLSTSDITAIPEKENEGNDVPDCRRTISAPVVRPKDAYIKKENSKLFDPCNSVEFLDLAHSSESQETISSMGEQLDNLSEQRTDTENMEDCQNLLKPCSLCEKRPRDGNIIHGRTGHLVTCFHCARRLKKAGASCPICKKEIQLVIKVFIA
# Target sequence (Q00987 whole entry, looked up): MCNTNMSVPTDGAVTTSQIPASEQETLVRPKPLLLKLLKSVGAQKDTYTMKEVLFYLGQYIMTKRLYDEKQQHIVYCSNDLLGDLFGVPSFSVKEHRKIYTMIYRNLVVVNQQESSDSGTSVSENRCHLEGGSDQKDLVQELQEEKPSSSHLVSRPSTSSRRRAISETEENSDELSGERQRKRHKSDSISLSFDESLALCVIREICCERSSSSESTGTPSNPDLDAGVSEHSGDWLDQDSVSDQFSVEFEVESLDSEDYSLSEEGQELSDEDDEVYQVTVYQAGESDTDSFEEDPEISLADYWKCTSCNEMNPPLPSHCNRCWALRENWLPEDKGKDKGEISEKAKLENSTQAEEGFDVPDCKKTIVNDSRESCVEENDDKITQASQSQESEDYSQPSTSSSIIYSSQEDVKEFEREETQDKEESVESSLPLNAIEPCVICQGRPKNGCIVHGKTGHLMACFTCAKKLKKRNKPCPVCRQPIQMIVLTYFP
# XBP1 UPR activ = activators of adaptive arm of unfolded protein response (XBP1); CHO-XBP1 luciferase reporter, IRE1-XBP1 UPR activation, luminescence; percent of tunicamycin response, DMSO as zero; activation, % at 20 µM; 0.33% of 330,000 active; AID 463104;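 active means versus positive control, 20 µM dose yields 30% or more activation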;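 further: 100% = tunicamycin at 10 µg/mL and 0% = DMSO only wells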
#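 incubation = overnight seeding at 37 °C, 6 h compound treatment at 37 °C | assay system = CHO-XBP1 cells stably carrying IRE1-XBP1-driven luciferase reporter | input = 1000 cells per well | detection = luciferase luminescence | dosing = single point, 20 µM final compound, 1% DMSO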
# APJ antagonist = antagonists of human APJ apelin receptor; P35414; inhibition, % at 20 µM; CHO-K1 APJ beta-arrestin complementation, luminescence; 0.32% of 330,000 active;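 active means inhibition above about 40% at 20 µM, limit read from the data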;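 further: cells challenged with 10 nM apelin-13 agonist together with compound; plate controls were apelin-13 plus DMSO wells for no effect and DMSO wells lacking apelin-13 for full effect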
# UPR CHOP act = activators of apoptotic arm of unfolded protein response (CHOP); CHO-CHOP luciferase reporter, UPR activation, luminescence; percent of tunicamycin response over DMSO baseline; activation, % at 10 µM; 0.34% of 330,000 active; AID 449763;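 active means at 10 µM dose, activation of 40% or more, normalized to positive control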;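 further: 100% = tunicamycin at 10 µg/mL and 0% = DMSO alone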
#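 Test system: CHO CHOP reporter cells. Input: 500 CHO-CHOP cells per well. Medium: F12 with 10% FBS. Technique: luciferase luminescence. Measure: percent activation relative to tunicamycin control. Dosing: 10 µM compound, 0.5% DMSO. Timing: 16-18 h cell attachment, then 6 h compound exposure, 37 °C.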
# APJ ag = APJ receptor agonism. P35414. CHO-K1 APJ PathHunter beta-arrestin, luminescence; 0% DMSO wells, 100% apelin. activation, % at 20 µM. 0.11% of 330,000 active. AID 2520;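 active means activation more than six SD over the plate average, tested at 20 µM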;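 further: 0% = DMSO alone and 100% = apelin-13 at 10 nM; some results filed as inactive read as strong as hits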
#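 Test system – PathHunter CHO-K1 APJ (AGTRL-1) beta-arrestin reporter cells · Input – 1000 cells/well · Compound – single test compound dose, 20 µM final, 1% DMSO · Times – compound stimulation 90 min at 25 °C, detection 60 min · Technique – beta-gal luminescence · Read-out basis – APJ–arrestin association signal · Control set – negative DMSO alone, positive Apelin-13 at 10 nM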
# Starred values were filed as active, the others as inactive; . = not tested or not shown. The list is partial; the hit share may differ from the screen's.
Molecule,Mdm2 MdmX PPI,CXCR6 block,XBP1 UPR activ,APJ ag,tim23-1 inh,APJ antagonist,TIM10 inh,UPR CHOP act,tim10-1 inh
CC(=O)Nc1ccc(S(=O)(=O)NCCC(=O)OCc2nc(N)nc(Nc3ccccc3C)n2)cc1,6.5,2.9,0.5,1.7,-8.9,16.9,-2.4,0.3,5.7
O=C(CC1C[C@H](C(=O)N2CCCCC2)[C@@]2(CCc3ccccc3)c3[nH]c4ccccc4c3CCN2C1=O)NCCC1=CCCCC1 (some centres not stated),79.2*,11.6,125.7*,-3.2,-11.6,5.8,1.2,39.9,-11.5
Cn1c(=O)oc2cc(NC(=O)CCl)ccc21,48.9,7.3,-1.5,-1.7,-36.1,5.7,-24.9,1.0,-37.4
CNC(=O)C(NC(=O)Nc1ccc(C)cc1)C(C)(C)C (configuration not stated),-22.3,-2.1,-1.3,-1.7,6.4,2.8,-13.0,-0.1,13.5
Cc1cnc(C(=O)N2CCCC(N3CCN(c4ccccc4F)CC3)C2)cn1 (configuration not stated),1.8,-10.5,-3.0,-5.0,10.8,-40.1,9.8,3.0,19.0
Cc1cc(C)c(C)c(OCCCN(C)C)c1,18.4,2.1,-4.2,-2.6,8.5,1.6,-0.9,-0.1,-9.6
COC(=O)c1cccc(C#CC(NP(=O)(c2ccccc2)c2ccccc2)c2ccccc2)c1 (configuration not stated),29.8,12.8,4.9,0.4,28.1,-44.6,18.0,1.2,33.2
CCOC(=O)N1CCN(C(=O)CCN2C(=O)COc3ccccc32)CC1,22.6,9.6,0.3,-1.3,15.1,6.6,15.4,0.0,13.4
c1ccc2c(c1)nc1n2CC2CON(C3CCCCC3)C12 (configuration not stated),2.2,-1.4,0.9,14.9,5.7,10.8,-2.3,-0.4,-14.8
COc1ccc(S(=O)(=O)N(C)c2ccc(C(=O)Nc3ccccc3C(=O)N3CCOCC3)cc2)cc1,22.3,8.3,-1.9,-2.4,4.6,-33.8,5.0,-0.1,-4.7
Cc1ccc(S(=O)(=O)c2c(C)cc(C)nc2N2CCOCC2)cc1,-14.2,-4.4,-1.8,-0.3,13.9,-3.1,-12.7,-0.5,9.2
Cc1cccc(C(=O)NCC(=O)NC(C)CCc2ccccc2)c1 (configuration not stated),14.8,9.2,-4.0,-5.4,13.3,-13.7,2.4,1.3,7.6
CCOC(=O)C1(CCCc2ccccc2)CCN(C2CCN(C(C)=O)CC2)CC1,10.8,-1.2,-1.9,-3.2,7.8,3.4,9.0,-1.3,-9.1
Cc1nn(Cc2ccccc2)c(C)c1NC(=O)CCCn1nc([N+](=O)[O-])cc1C,13.3,1.5,0.1,-5.2,-2.4,-7.1,6.7,0.6,13.9
O=C(CSc1nnc(CCCOc2ccc(Cl)cc2Cl)o1)Nc1ccc(C(=O)O)cc1,13.4,-2.7,-0.3,-2.9,12.2,4.0,-0.3,-0.3,6.1
CN(CC(=O)Nc1cccc(F)c1)C(=O)CCCc1c[nH]c2ccccc12,3.6,-4.4,1.4,-2.3,3.1,14.3,8.9,-1.7,15.9
O=C(c1ccc2c(c1)OCO2)N1CCN(c2ccc(F)cc2)CC1,5.8,2.2,0.0,1.6,37.8,-16.9,21.1,-1.8,18.3
COc1ccc(C(=O)N2CCN(CCc3ccccc3)CC2)cc1[N+](=O)[O-],9.1,2.2,-3.2,-2.8,2.9,-6.9,10.5,0.8,10.0
Cc1cc(C)c(C#N)c(SCCN2CCOCC2)n1,-6.0,-4.8,3.1,1.3,13.8,-1.6,13.7,0.2,3.2
CC(C)C/C=C1\CCc2c([nH]c3ccccc23)C1=O,-61.1,-0.1,1.5,-0.6,-0.7,17.3,15.9,4.3,15.9

# Sorted by the number under APJ ag (ascending): some entries from above
Structure,Mdm2 MdmX PPI,CXCR6 block,APJ ag,APJ antagonist
COc1ccc(C(=O)N2CCN(CCc3ccccc3)CC2)cc1[N+](=O)[O-],9.1,2.2,-2.8,-6.9
CN(CC(=O)Nc1cccc(F)c1)C(=O)CCCc1c[nH]c2ccccc12,3.6,-4.4,-2.3,14.3
O=C(c1ccc2c(c1)OCO2)N1CCN(c2ccc(F)cc2)CC1,5.8,2.2,1.6,-16.9

# (cont.)
Molecule,Mdm2 MdmX PPI,CXCR6 block,XBP1 UPR activ,APJ ag,tim23-1 inh,APJ antagonist,TIM10 inh,UPR CHOP act,tim10-1 inh
Cc1ccc(C(C(=O)NC2CCCC2)N(Cc2cccnc2)C(=O)c2snc(C(N)=O)c2N)o1 (configuration not stated),16.1,0.8,1.7,-2.8,-8.2,17.5,11.8,-2.2,11.8
CCCc1cc(-c2n[nH]c(=S)n2Cc2ccccc2)cs1,-23.2,-7.6,2.0,-4.9,47.5,13.5,34.2,0.0,32.9
COC(=O)c1c(N2C(=O)[C@H]3[C@@H](C2=O)[C@]2(C(=O)Nc4c(C)cccc42)N2CCC[C@@H]32)sc(C)c1C,5.0,-3.0,-1.1,-1.3,21.7,-1.0,9.4,-0.9,22.5
CC(=O)NC12CC3CC(C1)CC(C(=O)NCc1ccc(C)cc1)(C3)C2,-4.2,12.3,-4.9,2.3,11.8,1.6,-10.0,3.1,4.9
COc1ccc(-c2nnc3sc(-c4ccccn4)nn23)cc1,-4.9,.,4.1,-1.4,30.3,0.4,-8.5,1.9,43.6*
O=C1NCC(COCc2ccccc2)O1 (configuration not stated),3.0,1.1,-1.7,-6.0,7.9,-2.5,4.8,-0.2,2.8
CCN(CC)S(=O)(=O)c1ccc2oc(SCC(=O)NCc3ccccc3)nc2c1,2.0,-2.0,-0.3,-6.7,28.5,-1.3,4.5,-0.7,36.7
CC(C)Cc1ccc(CN2CCCC(NC(=O)c3ccoc3)C2)cc1 (configuration not stated),15.9,-1.8,-6.2,2.9,8.0,-8.1,-9.1,-1.2,4.4
O=C(Nc1ccc(F)cc1)C1CCN(C(=O)NCc2ccccc2)CC1,-6.9,4.7,-0.3,-2.9,2.7,16.1,-10.0,-1.3,8.9
CC(C)C(=O)NNC(=O)CC(=O)Nc1ccccc1C(=O)O,2.7,-19.8,-1.3,-3.4,-9.9,-3.7,-0.7,0.3,7.4
COc1ccc(S(=O)(=O)N2CCC(C(=O)NCC3CCCO3)CC2)cc1Cl (configuration not stated),8.7,-1.9,-2.1,-4.2,4.2,-2.3,-2.5,1.0,7.4
Cc1ccc(C(=O)NCC2CCCO2)cc1S(=O)(=O)N1CCCCC1 (configuration not stated),-16.2,-3.2,-4.8,1.4,-21.7,2.3,-12.7,-0.9,-32.5
O=C1N=C2SCCN2/C1=C\c1ccc(Cl)cc1,52.0*,9.4,-1.3,0.9,-7.5,30.5,-0.4,0.3,7.0
COC(=O)c1c(NC(=O)CN2CCN(c3cccc(Cl)c3)CC2)sc(C)c1C,23.6,8.1,-1.5,-4.6,-12.3,2.3,-1.4,-0.1,2.6
O=C(OC1CCOC1=O)c1ccc(CO)cc1 (configuration not stated),-18.8,10.9,0.4,-1.3,12.1,4.4,7.0,0.7,17.5
COc1cccc(C(=O)NNc2nc(C)cc(C)n2)c1,-15.2,-11.2,-2.0,1.1,15.5,-3.9,2.2,0.0,-2.6
COc1cc(C(=O)NCc2ccc(C)cc2)ccc1OC(F)F,15.8,-11.5,1.2,-1.0,-11.1,0.1,-9.0,1.3,3.9
COc1ccc(NC(=O)C(=O)NCCC2CCCCN2S(=O)(=O)c2ccc(F)cc2)cc1 (configuration not stated),25.2,-7.9,0.8,-2.6,0.5,-40.8,11.8,1.3,19.6
Cc1cccc(NC(=O)C2CC(=O)N/C(=N/N=C/c3ccco3)S2)c1 (configuration not stated),7.9,-1.6,1.8,-0.7,-10.7,1.2,6.3,-2.3,4.8
COc1ccc(-c2ccc(-c3cc(=O)oc4cc(OC)c(OC)c(OC)c34)cc2)cc1F,29.1,5.8,3.7,.,30.9,.,-3.4,3.3,20.7
Cc1ccc(NC(=O)Cc2ccc(-c3ccccc3)cc2)nc1,75.1*,5.8,-1.8,-2.4,27.5,10.4,-17.4,1.3,9.0
CS(=O)(=O)c1ccc(Sc2nc3ccccc3s2)c([N+](=O)[O-])c1,22.5,-17.8,-2.0,8.1,25.8,-63.3,41.7*,1.7,45.9*
Cc1c(C#N)c(O)[nH]c(=O)c1N=Nc1ccc(S(N)(=O)=O)cc1,7.1,22.7,-1.3,-6.1,1.7,31.9,-4.0,-0.6,28.9
Cc1cccc(C)c1NC(=S)N(Cc1cccs1)C1CCCC1,25.5,-3.6,-2.6,-0.8,11.5,-16.7,7.0,-0.8,18.4
CC1CCN(c2ncnc3c2cnn3-c2ccccc2)CC1,-235.8,4.9,0.4,0.7,25.8,-44.0,14.1,4.5,7.9
COc1cc(CC(=O)Nc2ccc(S(=O)(=O)N(C)C)cc2)cc(OC)c1OC,8.7,-6.9,0.3,-2.9,5.7,6.4,-4.0,4.0,0.9
COc1cc(-c2nnc(COC(=O)c3cc(C)no3)o2)cc(OC)c1OC,5.8,8.9,-2.1,-5.9,-9.4,10.4,15.0,-0.9,-6.4
COc1ccccc1NC(=O)CCN1C(=O)c2ccccc2S1(=O)=O,3.2,-9.4,1.2,-2.4,6.1,1.5,-7.9,0.9,2.4
Cc1cc(C(=O)N/N=C/c2cc(Br)ccc2OC(=O)c2ccccc2)n[nH]1,51.2*,-17.4,7.0,1.7,3.5,-0.9,1.0,-0.8,-8.0
Cc1sc(NC(=O)c2ccccc2)c(C(=O)c2ccccc2)c1C,11.9,-2.5,-0.7,-4.7,36.7,20.7,13.0,0.3,16.3
O=C(NCCCN1CCCC1=O)c1ccc2c(c1)OCO2,-3.4,-1.4,-0.3,-4.2,-2.3,-15.9,-1.0,0.1,11.2
CNc1ccccc1C(C)(C)c1cc(C)[nH]n1,5.1,3.2,-1.1,-1.8,3.5,3.3,2.5,-2.6,15.4
COc1ccc(-n2nc(C(=O)NCC(=O)N3CCCC3)c3ccccc3c2=O)cc1,-12.1,-19.2,-1.9,-1.7,0.5,15.0,14.5,1.7,-4.0
COc1ccccc1NC(=O)Nc1ccc(F)c(F)c1,-28.7,-6.3,-0.1,-4.5,17.9,6.2,17.7,1.6,8.7
COc1ccc(OCC(=O)Nc2ccccc2C(=O)Nc2ccc(C(=O)O)cc2)cc1,1.4,-33.6,-5.0,-5.7,-6.1,-1.8,2.4,0.5,-1.6
COc1ccc(Cl)cc1NC(=O)COc1cccc(-n2cnnn2)c1,4.6,3.6,-1.3,5.8,12.7,-6.3,5.3,-1.1,8.9
C=CCn1c(Cc2c[nH]c3ccccc23)nnc1SCC(=O)NCc1ccccc1,1.5,-0.7,1.8,-0.9,-1.0,-14.7,-3.7,-2.2,13.4
CCn1c(/C=N/Nc2ccc(C(=O)O)cc2)nc2ccccc21,14.2,12.9,1.0,-4.8,10.5,10.4,14.1,0.1,-4.3

# Assay outcomes from PubChem BioAssay.
